# Tat export inh: blocks Tat-dependent protein export in E. coli; E. coli MC4100 TorA-mCherry Tat export, fluorescence; inhibition, % at 10 µM; 340,000 tested, 0.036% active; AID 488895;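 active means mean replicate inhibition at least 50% and at least half of replicates individually reaching 50%; inconclusive means only one of the two criteria met; inactive means neither criterion met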;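 further: exported cargo escapes ClpAP degradation while cytoplasmic cargo is degraded and loses fluorescence; 0% = median of neutral control wells and 100% = median of NaSCN control wells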
# SR-BI uptake up: SR-BI HDL lipid transfer activation; CHO ldlA[mSR-BI] cells, DiI-HDL uptake fluorescence, 3 h; 100 = double the neutral-control signal; activation, % at 12.5 µM; 320,000 tested, 0.096% active; AID 504775;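 active means mean replicate activation of at least 60% and every replicate at or above 60%; inconclusive means mean or all-replicate condition met, but not both; inactive means mean below 60% and not all replicates reaching 60%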;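 further: 0% = median plate neutral-control signal and 100% = twice that signal; values of inactives mirror those of a sister screen read the other way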
#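 System: LDL receptor-deficient CHO ldlA cells overexpressing murine SR-BI | Timing: 3 h uptake period with compound, 37 °C | Medium: HEPES-buffered (25 mM, pH 7.4) F12 plus 0.5% BSA | Dosing: Single-point compound dose | Signal: Bottom-read fluorescence, 550/595 nm | Read-out: Retained DiI signal reflecting DiI-HDL uptake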
# AddAB inh: less growth of phage-infected E. coli with AddAB; E. coli expressing H. pylori AddAB, absorbance growth; inhibition, % at 11.9 µM; 330,000 tested, 0.29% active; in the data active means inhibition above about 12%;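 further: 0% = vehicle wells of infected cells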
# E coli growth: counter-screen for AddAB inhibitors: E. coli growth inhibition | E. coli V3065 growth, OD600 absorbance, 18 h | inhibition, % at 11.9 µM | 330,000 tested, 0.27% active;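 active means inhibition above the campaign's mean inhibition across all tested compounds plus 3 SD, cut at about 9.9% in these data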;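 further: uninfected addAB+ strain grown without phage in ampicillin broth; 0% = DMSO wells and 100% = ciprofloxacin 0.95 µg/ml wells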
# MITF act: MITF TRPM1 promoter activation in melanoma cells; activation, % at 12.5 µM; 300,000 tested, 0.75% active; AID 588334; SK-MEL-5 TRPM1-promoter luciferase, 24 h; % of positive control, neutral wells = 0;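 active means mean activation of at least 80% with every replicate also reaching 80%; inconclusive means mean reaches 80% but some replicate falls short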;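 further: 0% = neutral control wells and 100% = parthenolide positive control wells; values of inactives mirror those of a sister screen read the other way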
# CAL PDZ FP-1: CAL PDZ (human) peptide binding inhibition | 300,000 tested, 0.92% active | inhibition, % at 24.9 µM | AID 602252 | purified CAL PDZ, TMR-peptide fluorescence polarization, 1 h | Q9HD26;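 active means mean inhibition of at least 30% with at least half of replicates also reaching 30%; inconclusive means no clear call, values can overlap the other calls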;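 further: 0% = DMSO neutral control and 100% = excess unlabeled competitor peptide PRC23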
# phage Ecoli inh: E. coli growth loss with phage present | growth absorbance | inhibition, % at 11.9 µM | 360,000 tested, 0.26% active | AID 651602; in the data active means inhibition above about 11%
# Wnt bcat act: Wnt/beta-catenin pathway activation; Wnt/beta-catenin reporter cell assay, activator, plate reader; activation, % at 9.35 µM; 300,000 tested, 1.2% active; AID 743398; in the data active means activation above about 30%, passing the limit was not always enough; inconclusive means no clear call, values can overlap the other calls;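 further: 0% = neutral control wells and 100% = positive control wells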
# SR-BI DiI inh: blocks mouse SR-BI lipid uptake from DiI-HDL; Q61009; inhibition, % at 12.5 µM; 320,000 tested, 0.96% active; ldlA[mSR-BI] CHO cells, DiI-HDL uptake fluorescence, 3 h;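 active means mean replicate inhibition of at least 70% and a set share of replicates each scoring 70 or more; inconclusive means meets just one of the two criteria; inactive means fails both criteria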;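 further: 0% = median of neutral control wells and 100% = median of positive control wells; values of inactives mirror those of a sister screen read the other way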
# Target sequence (Q61009 whole entry, looked up): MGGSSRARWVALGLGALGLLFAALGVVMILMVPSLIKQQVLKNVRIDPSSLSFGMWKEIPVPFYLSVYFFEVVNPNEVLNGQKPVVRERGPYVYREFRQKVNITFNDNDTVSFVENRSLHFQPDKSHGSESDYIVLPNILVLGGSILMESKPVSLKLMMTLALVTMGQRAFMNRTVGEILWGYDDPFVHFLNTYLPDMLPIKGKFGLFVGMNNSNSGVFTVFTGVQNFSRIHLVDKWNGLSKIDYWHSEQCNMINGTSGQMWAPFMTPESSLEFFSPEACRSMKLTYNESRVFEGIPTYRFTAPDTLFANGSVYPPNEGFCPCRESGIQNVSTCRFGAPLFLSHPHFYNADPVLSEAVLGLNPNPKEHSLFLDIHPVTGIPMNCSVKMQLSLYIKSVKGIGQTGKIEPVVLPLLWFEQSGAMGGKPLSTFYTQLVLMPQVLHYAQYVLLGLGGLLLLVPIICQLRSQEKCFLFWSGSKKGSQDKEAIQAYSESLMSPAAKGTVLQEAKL
# CAL PDZ FP-2: human CAL PDZ-peptide interaction inhibition. AID 504414. Q9HD26. purified CAL PDZ, TMR-peptide fluorescence polarization, 1 h. 330,000 tested, 0.02% active. inhibition, % at 20 µM;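 active means highest replicate inhibition of at least 40%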;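 further: plate controls were DMSO neutral control wells for no effect and unlabeled competitor peptide control wells for full effect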
#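 Material – purified CerCALP PDZ construct · Detection – FP readout, S and P plane fluorescence · Measure – percent inhibition from loss of millipolarization · Controls – unlabelled peptide for full inhibition, DMSO wells as neutral · Probe or stimulus – TMR-labelled reporter peptide T*-PRC34 bound in PDZ groove · Times – 1 h at RT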
# The depositor's hits bear a star; ? = inconclusive; / = no result given. Hits appear at their usual frequency; 3.6% or so of the library scored in one or more.
SMILES,Tat export inh,SR-BI uptake up,AddAB inh,E coli growth,MITF act,CAL PDZ FP-1,phage Ecoli inh,Wnt bcat act,SR-BI DiI inh,CAL PDZ FP-2
COc1ccc2[nH]c(=O)c(CN(CCc3ccccc3)Cc3nnnn3CC3CCCO3)cc2c1 (centres undefined),-6,-30,0.6,-1.1,-1,-7,0.0,/,30,-0.2
COC(=O)c1cc(=O)n(CCc2ccccc2F)c(=Nc2ccc(F)c(Cl)c2)s1,-1,-48,1.8,0.4,/,/,3.3,-8,48,-0.8
COc1cc(/C=N/NC(=O)c2cc(-c3ccco3)nc3ccccc23)cc(OC)c1O,-3,/,1.2,-0.4,2,-4,0.2,-3,/,-2.8
Cc1ccc(NC(=O)C(c2ccccc2)N(C)C)cc1Cl (centres undefined),8,11,1.7,1.4,1,4,/,/,-11,-1.0
COc1ccc(-c2ccnc(SCC(=O)N3CCOCC3)n2)cc1,1,8,8.1,0.2,17,2,1.6,25,-8,0.1
CC1CCCN(C(=O)CNS(=O)(=O)c2cccs2)C1 (centres undefined),5,-6,2.4,-0.3,9,-2,0.9,2,6,-1.5
COc1ccc(NC(=O)c2cc(S(=O)(=O)N3CCOCC3)cs2)cc1,5,-56,0.0,-4.0,10,-3,3.8,-2,56,-1.2
COc1ccc(NC(=O)/C(Cl)=C(/Cl)S(=O)Cc2ccc(C)cc2)cn1 (centres undefined),0,-18,-0.7,-5.8,-113,-1,/,/,18,-0.8
COCC(C)NC(=O)c1cccc(Cl)c1 (centres undefined),-5,11,-0.6,1.8,-12,2,3.0,1,-11,-1.4
CC(C)c1ccc(N(CC(=O)NCC2CCCO2)C(=O)Cn2nnc(-c3cccs3)n2)cc1 (centres undefined),-4,-14,5.1,-1.4,-4,/,2.8,0,14,-2.8
O=C(CSc1nc2ncc(Cl)cc2[nH]1)N1CCC(Cc2ccccc2)CC1,-7,20,0.0,-1.5,-3,-3,1.8,-1,-20,-0.4
O=S(=O)(c1ccccc1)N1CCN(Cc2c(O)ccc3ccccc23)CC1,-1,-16,-0.8,-1.4,-10,-1,1.8,0,16,0.2
Nc1cc(-c2ccc(Cl)cc2)nn1S(=O)(=O)c1cccc2nsnc12,3,-18,2.4,2.8,-16,/,-0.5,-1,18,-1.1
CCCCC12CN3CC(C)(CN(C1)C3c1ccc([N+](=O)[O-])o1)C2=O (centres undefined),2,3,5.2,-3.2,1,-3,2.7,1,-3,-0.4
O=C(COc1ccc(Br)cc1)NCc1ccccn1,2,13,2.4,1.1,0,-1,2.8,-2,-13,-2.3
O=C(CS(=O)CC(=O)N(c1ccccc1)C(C(=O)NC1CCCC1)c1cccs1)Nc1ccc(F)cc1 (centres undefined),-3,19,-2.6,-5.1,-2,-5,0.6,-4,-19,-1.6
C=CCn1c(SCC(=O)Nc2ccccc2F)nc2ccccc2c1=O,-3,-20,0.8,0.8,2,-1,0.7,0,20,-0.2
CCCc1cc(=O)[nH]c(SCCCCN2C(=O)c3ccccc3C2=O)n1,-10,13,0.0,1.2,-2,/,1.4,-2,-13,-0.1
O=C(CSc1nnc(-c2ccco2)n1-c1ccccc1)NCCc1ccccc1,0,-6,0.8,-1.1,-10,1,1.4,0,6,-0.7
CCOC(=O)C(C)Sc1snnc1C (centres undefined),2,13,2.4,1.1,/,1,0.6,/,-13,-0.4
Cn1c(O)c(N=NC(=N)N)c2ccccc21,-9,-1,0.1,0.3,-13,1,3.6,0,1,-0.6
CN(C)CCCN(C(=O)c1ccc2c(c1)OCCO2)c1nc2ccc(Cl)cc2s1,2,-8,2.5,0.3,-1,-6,3.0,0,8,-5.3
CCc1nonc1NC(=O)COc1cc(C)c(Cl)c(C)c1,7,28,-1.6,-0.8,8,-2,0.7,0,-28,-2.5
CN1CCN(CCCCC(=O)c2ccccc2)CC1,-1,23,3.8,0.0,-12,/,-0.3,/,-23,0.8
O=C(NC1CCN(Cc2ccccc2)CC1)c1cccc(S(=O)(=O)Nc2ccc(F)cc2)c1,-4,7,3.3,0.2,-23,-1,2.0,-4,-7,-0.6

# Retrieved by structure from the entries so far, 2 records:
SMILES,Tat export inh,SR-BI uptake up,AddAB inh,E coli growth,MITF act,CAL PDZ FP-1,phage Ecoli inh,Wnt bcat act,SR-BI DiI inh,CAL PDZ FP-2
COc1ccc2[nH]c(=O)c(CN(CCc3ccccc3)Cc3nnnn3CC3CCCO3)cc2c1 (centres undefined),-6,-30,0.6,-1.1,-1,-7,0.0,/,30,-0.2
O=C(CSc1nnc(-c2ccco2)n1-c1ccccc1)NCCc1ccccc1,0,-6,0.8,-1.1,-10,1,1.4,0,6,-0.7

# (cont.)
SMILES,Tat export inh,SR-BI uptake up,AddAB inh,E coli growth,MITF act,CAL PDZ FP-1,phage Ecoli inh,Wnt bcat act,SR-BI DiI inh,CAL PDZ FP-2
CC(=O)C1=C(C)NC(=O)NC1c1ccc(OC2CCCC2)cc1 (centres undefined),-1,-7,-0.3,-0.2,2,/,0.7,/,7,-1.0
C=CCC1CCC/C(=N\NS(=O)(=O)c2ccc(C)cc2)C1 (centres undefined),-9,2,1.3,0.6,3,-4,0.6,-1,-2,-2.6
CN(C(=O)c1cc2c(=O)n3ccccc3nc2n1C)C1CCCCC1,5,4,-1.6,0.5,69,0,2.3,37*,-4,-2.6
O=C(Nc1ccc(Cl)cc1C(F)(F)F)c1ccc(Cl)cc1,1,11,-4.6,1.2,62,-6,0.2,?,-11,0.8
O=C(NCC1CCCO1)c1ccccc1NS(=O)(=O)c1ccc(F)cc1 (centres undefined),-1,33,2.1,-1.9,-3,-2,0.7,-1,-33,-3.7
N#Cc1c(N)n[nH]c1CCCN,5,8,-1.2,-2.2,-11,1,3.1,-1,-8,0.0
O=C(O)CSc1cccnc1Sc1ccc(Cl)cc1,/,/,1.4,0.2,/,/,1.0,-1,/,/
Cc1nc(NC(=O)CSc2nnc(-c3ccc4c(c3)OCO4)o2)c(Cl)cc1Cl,-10,11,2.7,0.4,4,-6,-5.5,5,-11,0.0
Cc1cc(C)nc(SCNC(=O)c2ccc(Cl)cc2)n1,-8,-14,1.3,1.1,/,-5,4.2,/,14,0.7
CC(C)NC(=O)NC(=O)COc1c(F)c(F)cc(F)c1F,-2,-1,1.1,-0.8,-6,2,-0.6,/,1,1.0
O=C(O)C1CCC(CN(Cc2cccc(Br)c2)C(=S)Nc2ccccc2F)CC1 (centres undefined),-5,0,-2.0,-1.4,-3,/,2.3,-1,0,-1.2
COc1cc2c(cc1OC)C1CCN3C(=O)CCC3N1CC2 (centres undefined),-2,15,/,/,0,-5,0.7,-1,-15,-4.4
Cc1ccc(OCC(=O)NC2CCSc3ccccc32)cc1 (centres undefined),3,6,2.3,0.0,24,-1,1.9,10,-6,-2.7
COc1cccc(CNS(=O)(=O)c2cc(Br)cc3c2N(C(C)=O)C(C)C3)c1 (centres undefined),2,-11,-0.6,1.1,0,-1,-0.2,/,11,0.1
FC(F)(F)c1ccc(Oc2ccc3c(C(F)(F)F)cc(C(F)(F)F)nc3n2)cc1,-14,-27,7.1,0.2,2,/,2.6,-4,27,-1.6
Cc1nc(N2CCN(c3ccccc3)CC2)nc2c1C(=O)CC(c1ccccc1)C2 (centres undefined),8,-34,3.8,4.8,5,/,0.6,-6,34,0.1
CCCCCCOC(=O)C[N+](C)(C)CCOC1CC2CCC1(C)C2(C)C (centres undefined),0,1,0.8,4.1,/,-2,0.8,/,-1,0.6
Nc1nc(N)c(N=Nc2ccc(C(=O)O)cc2)c(N)n1,-1,-7,3.4,-2.7,-11,-11,0.7,1,7,-0.7
CCn1c(=O)c2cc(C(=O)N(C)c3cc(C)ccc3OC)sc2c2ccccc21,12,/,0.3,0.8,10,11,0.9,-15,/,-0.2
COCCn1c(SCc2ccccc2F)nc2ccccc2c1=O,3,2,0.3,1.3,6,1,2.6,-8,-2,-1.1
CC(C)(C)c1ccc(C(CC(=O)O)NC(=O)Cc2ccc(Cl)cc2)cc1 (centres undefined),4,4,-0.3,-3.7,12,-1,1.7,2,-4,-0.5
O=C(CCNC(=O)c1ccccc1Cl)Nc1cc(S(=O)(=O)N2CCOCC2)ccc1N1CCCC1,3,23,0.8,1.9,0,1,0.8,3,-23,1.7
COc1ccccc1N(CC(=O)NC1CCCCC1)S(C)(=O)=O,0,0,2.7,0.6,1,1,-3.5,/,0,-2.0
CCc1nnc2cccc(Cl)n12,-5,11,3.9,2.6,13,-1,2.0,-2,-11,-3.2
Cn1cc(C(=O)Nc2cccc(F)c2)cn1,-2,28,1.2,0.7,11,-2,1.5,5,-28,-0.5
# (cont.)
SMILES,Tat export inh,SR-BI uptake up,AddAB inh,E coli growth,MITF act,CAL PDZ FP-1,phage Ecoli inh,Wnt bcat act,SR-BI DiI inh,CAL PDZ FP-2
CCCCCCCC[n+]1cccc2c3ccccc3ccc21,9,-8,3.4,1.8,-85,-1,7.3,-1,8,-1.7
CC1Cc2cc(S(=O)(=O)NCCC(=O)NCc3ccc(F)cc3)ccc2N1C(=O)C1CC1 (centres undefined),0,-9,3.9,-1.3,-1,-6,-11,-2,9,-1.7
CCn1c(O)c(N=NC(=O)Cn2ccc(C(F)(F)F)n2)c2ccccc21,5,-5,3.3,-1.3,2,-2,2.4,/,5,-1.3
CCOC(=O)[C@@H]1[C@H]2COc3ccc(Br)cc3[C@H]2N2C(=O)N(c3ccc(OC)cc3)C(=O)[C@]12C,-5,-8,0.2,1.2,10,0,0.7,0,8,-0.8
CCC1(C)Cc2[nH]c(=O)c(C#N)cc2CO1 (centres undefined),-2,11,2.9,-0.3,-4,0,3.5,8,-11,-0.1
CCOc1ccc(N(C(=O)c2snc(C(N)=O)c2N)C(C)C(=O)NC2CCCCC2)cc1 (centres undefined),3,/,6.2,0.4,-4,-3,1.1,1,/,-2.2

# Marked active in Wnt bcat act, among the entries above:
Compound	Tat export inh	SR-BI uptake up	AddAB inh	MITF act	CAL PDZ FP-1	phage Ecoli inh	Wnt bcat act	SR-BI DiI inh	CAL PDZ FP-2
CN(C(=O)c1cc2c(=O)n3ccccc3nc2n1C)C1CCCCC1	5	4	-1.6	69	0	2.3	37*	-4	-2.6

# Reformatted with each value named: two of the compounds above.
compound: CCC1(C)Cc2[nH]c(=O)c(C#N)cc2CO1 (centres undefined)
- Tat export inh: -2
- SR-BI uptake up: 11
- AddAB inh: 2.9
- E coli growth: -0.3
- MITF act: -4
- CAL PDZ FP-1: 0
- phage Ecoli inh: 3.5
- Wnt bcat act: 8
- SR-BI DiI inh: -11
- CAL PDZ FP-2: -0.1

compound: CCOc1ccc(N(C(=O)c2snc(C(N)=O)c2N)C(C)C(=O)NC2CCCCC2)cc1 (centres undefined)
- Tat export inh: 3
- SR-BI uptake up: /
- AddAB inh: 6.2
- E coli growth: 0.4
- MITF act: -4
- CAL PDZ FP-1: -3
- phage Ecoli inh: 1.1
- Wnt bcat act: 1
- SR-BI DiI inh: /
- CAL PDZ FP-2: -2.2
